Screening results deposited in PubChem BioAssay by several laboratories.
MK inhibit: S. pneumoniae MK inhibitors, primary screen, biochemical, PK/LDH-coupled NADH absorbance; mevalonate kinase [Streptococcus pneumoniae D39]; purified MK, PK/LDH-coupled NADH absorbance 340 nm; inhibition, % at 10 µM; actives 0.48% (n = 65,000);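 active = ranked among the strongest by inhibition in the single 10 µM screen, a fixed top-ranked set picked for dose follow-up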; also: no value below 0 was filed
Spn PMK inh: S. pneumoniae PMK inhibitors, primary screen, biochemical, mevalonate pathway, pilot trial included; phosphomevalonate kinase (Streptococcus pneumoniae D39); purified PMK, PK/LDH-coupled NADH absorbance 340 nm; inhibition, % at 10 µM; actives 0.49% (n = 65,000);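 active = top-ranked compounds by inhibition in the single 10 µM screen, taking a fixed number of the strongest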;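 also: 0% = full reaction with DMSO carrier and 100% = background rate without enzyme reaction; no value below 0 was filed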
HPDE-C7 cytotoxicity: cytotoxicity in HPDE-C7 cells, cell-based, fluorescence, HTS (AID 430). HPDE-C7 pancreatic duct cells viability, fluorescence; higher % means a stronger effect. one-dose cytotoxicity, % at 10 µM; EC50 in µM for titrated hits. actives 1.8% (n = 63,000);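 also: cells exposed to compound for 48 hours before viability readout; 0% = vehicle and 100% = reference cytotoxic drug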
Bfl-1 inhibitors: Bfl-1 inhibitors, primary screen, biochemical, fluorescence polarization, FITC-Bid, mouse (AID 432) | Bcl-2-related protein A1 (Mus musculus) | FITC-Bid BH3 peptide fluorescence polarization displacement; higher % means a stronger effect | displacement, % at 20 µM; hits with a dose series show IC50 in µM | actives 0.02% (n = 64,000); in the data active = a potency from the dose series; inactive = the rest, 99 in 100 with displacement below about 15%; also: strong numbers were not always called active
TNAP inhibition: human TNAP enzyme inhibitors, biochemical, luminescent (AID 518). inhibition, % at 20 µM; hits with a dose series show IC50 in µM. Alkaline phosphatase, tissue-nonspecific isozyme (Homo sapiens). actives 0.09% (n = 64,000). purified TNAP enzyme, luminescent substrate readout; higher % means a stronger effect; in the data active = a potency from the dose series; inactive = the rest, 99 in 100 with inhibition below about 22%;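 also: plate controls were vehicle for no effect and reference inhibitor for full effect; many of its hits are not listed in these tables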
LYP phosphatase: LYP phosphatase inhibitors, primary screen, biochemical, DiFMUP fluorescence, recombinant catalytic domain, 10 µM (AID 606). Tyrosine-protein phosphatase non-receptor type 22 (Homo sapiens). recombinant LYP catalytic domain, DiFMUP fluorescence; higher % means a stronger effect. inhibition, % at 10 µM, or IC50 in µM where a hit was titrated. 52,000 tested, under 10 active;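 active = IC50 under 40 µM in the dose-response test; inactive = IC50 of 40 µM or more, or never dose-tested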
DPM-DC inhibit: S. pneumoniae DPM-DC inhibitors, primary screen, biochemical, PK/LDH-coupled NADH fluorescence. AID 556, 2006. purified DPM-DC. diphosphomevalonate decarboxylase (Streptococcus pneumoniae D39). actives 0.49% (n = 65,000). calls only at 10 µM;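 active = the 320 compounds with the highest percent inhibition in the single-dose primary screen, excluding strongly autofluorescent ones, cut at about 32% in these data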;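 also: kinetic rate of NADH fluorescence loss reporting ADP formed by the decarboxylase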
HT1080 viability: cytotoxicity in HT1080 fibrosarcoma cells, cell-based, fluorescence readout (AID 620) | HT1080 viability, fluorescence; higher % means a stronger effect | actives 0.42% (n = 87,000) | one-dose cytotoxicity, % at 10 µM; EC50 in µM for titrated hits;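 also: cells exposed to compound overnight then 4 h with Alamar Blue; 0% = vehicle DMSO and 100% = killing control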
HPDE-C7K KRASV12: cytotoxicity in KRAS-transformed pancreatic duct cells, primary screen, cell-based, fluorescence, HTS (AID 431); HPDE-C7K KRASV12 cells, Alamar Blue viability, 48 h; higher % means a stronger effect; cytotoxicity, % at 10 µM, or EC50 in µM where a hit was titrated; actives 1.7% (n = 63,000);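 active = compounds whose percent cytotoxicity in the single-dose primary screen, scaled between solvent and toxic-drug controls, exceeds 50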;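 also: 0% = DMSO solvent wells and 100% = doxorubicin-treated wells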
Spn PMK inh pilot replicates: further read-out of Spn PMK inh, marked with its call; inhibition, %; measured here: pilot screen replicates
MK inhibit pilot replicates: second read-out of MK inhibit, no call of its own (marks repeat the call); inhibition, %; measured here: pilot screen replicates
DPM-DC inhibit pilot screen %: recorded beside DPM-DC inhibit, whose call it bears; inhibition, %; measured here: pilot screen trials
* marks the source's active call; other numbers are inactive results; i = inactive; / = not tested or not shown; + = active, no number. Rule as the data show it, unless noted: active = cytotoxicity above about 50%; inactive = the rest. This is a random part of the collection. About 3.5% of those tested had a hit in this group.

SMILES | MK inhibit | Spn PMK inh | HPDE-C7 cytotoxicity | Bfl-1 inhibitors | TNAP inhibition | LYP phosphatase | DPM-DC inhibit | HT1080 viability | HPDE-C7K KRASV12 | others
COCC(=O)NC(C)c1nc2ccccc2[nH]1 (configuration not stated) | 37 | 0 | -7% | -8% | 3% | -28% | i | 4% | -14%
CCCCNC(=O)c1cn(C)c2ccc(S(=O)(=O)N3CCOCC3)cc2c1=O | 7 | 7 | -16% | 0% | 10% | 12% | i | 9% | -1%
COc1ccc(CCNC(=O)C(C)OC(=O)c2ccco2)cc1OC (configuration not stated) | 2 | 10 | -26% | -10% | 10% | 2% | i | 6% | -26%
Cc1cc(C(F)(F)F)nn1CC(=O)Nc1cccnc1 | 2 | 14 | -23% | -13% | 8% | 5% | i | -1% | -15%
CC(C)OCCCNC(=O)Cn1nc(-c2ccccc2)ccc1=O | 7 | 5 | -21% | 4% | 1% | -3% | i | -2% | -17%
COC(=O)c1ccc(-c2sc3nc(N4CCOCC4)c4c(c3c2N)CCCC4)o1 | 1 | 0 | 3% | -18% | 16% | 8% | / | 1% | 26% | Spn PMK inh pilot replicates=1.5;MK inhibit pilot replicates=0.5
Cc1c(C(=O)OCc2ccccc2)nnn1-c1nonc1N | 8 | 10 | 0% | -13% | 8% | -2% | i | 0% | -10%
O=c1[nH]c(=O)n(C2CCCCCC2)c(O)c1C=NCc1ccc(F)cc1 | 2 | 0 | -8% | -6% | 9% | 10% | i | 6% | 2% | Spn PMK inh pilot replicates=2.0;MK inhibit pilot replicates=0.0;DPM-DC inhibit pilot screen %=0.0
COCCCn1c(SCC(=O)Nc2ccc(C(C)=O)cc2)nc2ccccc2c1=O | 11 | 1 | -8% | 0% | 9% | / | i | 6% | 9%
CC(=O)c1ccc(NC(=O)CCc2c(C)nc3ncnn3c2C)cc1 | 4 | 9 | 12% | -4% | 17% | 21% | i | 6% | 10% | Spn PMK inh pilot replicates=3.5;MK inhibit pilot replicates=1.5;DPM-DC inhibit pilot screen %=0.0
O=C(Nc1ccccc1)c1cccnc1Nc1ccccc1 | 14 | 2 | -3% | -1% | 13% | 8% | i | 4% | 4%
Clc1c(-c2nnc3n2CCCCC3)sc2ccccc12 | 0 | 14 | 2% | 0% | 4% | -30% | i | -10% | -5%
CCCc1nc2ccccc2c(=O)n1/N=C/c1ccc(O)c(O)c1 | 12 | 8 | -8% | 10% | 11% | -1% | i | -3% | -6%
CCOc1ccc(NC(=O)C2CCC(N3C(=O)C4CC=CCC4C3=O)CC2)cc1 (configuration not stated) | 14 | 20 | 1% | -7% | 8% | 2% | i | -3% | -1%
O=C(CCc1ccc(S(=O)(=O)N2CCOCC2)cc1)NCCCN1CCCC1=O | 4 | 14 | 8% | -4% | 0% | / | i | -1% | -6%
COc1cc(C(=O)Nc2nc(OC)c(-c3ccccc3)c(OC)n2)cc(OC)c1OC | 6 | 14 | 16% | -6% | 6% | -10% | i | 1% | -2%
Cc1cc2c(c(Sc3ccccc3)n1)C(=O)OC2 | 6 | 15 | 0% | 1% | 8% | / | i | 1% | -4%
COc1ccc(OCC(O)Cn2c(Nc3ccccc3)nc3c2c(=O)n(C)c(=O)n3C)cc1 (configuration not stated) | 0 | 0 | -4% | -9% | 9% | 11% | i | -18% | 0%
O=C(NC1CCCC1)C(c1ccc(O)cc1)N(CC1CCCO1)C(=O)C1COc2ccccc2O1 (configuration not stated) | 3 | 8 | 8% | -4% | 11% | / | i | 2% | 13%
CCC(=O)N(CC)c1nc(-c2ccc(OC)cc2)cs1 | 6 | 15 | -5% | -3% | 13% | 14% | i | -5% | -13%
COc1ccc(/C(O)=C2/C(=O)C(=O)N(CCN(C)C)C2c2ccccc2)cc1Cl (configuration not stated) | 3 | 0 | -5% | -3% | 7% | 7% | i | -7% | 0%
Cc1ccc2oc(=O)n(CCOc3ccccc3Cl)c2c1 | 6 | 1 | -5% | -5% | -1% | 15% | i | 2% | -10%
COc1ccc(S(=O)(=O)N2CCCC2C(=O)Nn2cnnc2)cc1 (configuration not stated) | 5 | 9 | -10% | 1% | 8% | 12% | i | 0% | 12%
COC(=O)Cc1c(C)nc2nc(NCc3c(F)cccc3Cl)[nH]n2c1=O | 3 | 0 | -2% | -5% | 5% | 0% | i | 3% | 3%
COC(=O)c1ccccc1NC(=O)CN1CCC(C(=O)c2ccc3c(c2)OCCO3)CC1 | 6 | 2 | 3% | -8% | 1% | 1% | i | -21% | 6%

An excerpt taken from the entries so far:
SMILES | MK inhibit | Spn PMK inh | HPDE-C7 cytotoxicity | Bfl-1 inhibitors | TNAP inhibition | LYP phosphatase | DPM-DC inhibit | HT1080 viability | HPDE-C7K KRASV12 | others
COCC(=O)NC(C)c1nc2ccccc2[nH]1 (configuration not stated) | 37 | 0 | -7% | -8% | 3% | -28% | i | 4% | -14%
CCCCNC(=O)c1cn(C)c2ccc(S(=O)(=O)N3CCOCC3)cc2c1=O | 7 | 7 | -16% | 0% | 10% | 12% | i | 9% | -1%
COc1ccc(CCNC(=O)C(C)OC(=O)c2ccco2)cc1OC (configuration not stated) | 2 | 10 | -26% | -10% | 10% | 2% | i | 6% | -26%

Continued:
SMILES | MK inhibit | Spn PMK inh | HPDE-C7 cytotoxicity | Bfl-1 inhibitors | TNAP inhibition | LYP phosphatase | DPM-DC inhibit | HT1080 viability | HPDE-C7K KRASV12 | others
CCN1CCc2c(C#N)c(N3CCOCC3)nc(NCCO)c2C1 | 10 | 4 | 16% | -1% | 2% | -3% | i | 17% | 16%
O=C(CSc1n[nH]c(-c2ccco2)n1)N1c2ccccc2Sc2ccccc21 | 9 | 9 | -14% | -5% | 15% | 13% | i | 0% | -17%
COc1ccccc1N1CCN(Cc2ccc(OC)c3ccccc23)CC1 | 61* | 0 | 18% | 0% | 6% | 16% | i | / | 18%
O=S(=O)(c1ccc(Cl)cc1)c1ccccn1 | 11 | 2 | -11% | 10% | 16% | / | i | 2% | -7%
Cc1noc(C)c1S(=O)(=O)N(C)CC(=O)NCc1ccccc1 | 4 | 18 | -20% | -4% | -4% | 10% | i | 0% | -15%
CCN(Cc1nc2ccccc2c(=O)[nH]1)Cc1cc(=O)oc2cc(C)c(C)cc12 | 6 | 16 | 11% | -2% | 9% | -7% | i | 2% | -4% | Spn PMK inh pilot replicates=2.0;MK inhibit pilot replicates=0.0;DPM-DC inhibit pilot screen %=0.0
O=C(Oc1ccc(-c2ccccc2)cc1)N1CCCCC1 | 5 | 2 | -4% | 1% | 4% | 14% | i | 3% | -10%
Cc1cc(C)c(S(=O)(=O)N2CCN(c3nc4c(c(=O)n(C)c(=O)n4C)n3C)CC2)c(C)c1 | 7 | 12 | 0% | 3% | 8% | / | i | 12% | 8%
COCCN(CC(=O)Nc1cccc(C)c1)S(=O)(=O)c1ccc(S(=O)(=O)N2CCCC2)cc1 | 8 | 15 | -17% | -5% | 9% | / | i | -5% | -26%
N#Cc1c(NC(=O)c2ccc(Cn3cc(Br)cn3)o2)sc2c1CCCCCC2 | 5 | 6 | 39% | -3% | 10% | 0% | i | -11% | 48%
COc1ccc(NC(=O)C(F)(OC)C(F)(F)F)c(OC)c1 (configuration not stated) | 0 | 1 | -5% | -2% | 9% | 10% | i | -14% | -5%
CC(C)CCNC(=O)CN(C(=O)Cn1nnc(-c2ccc(F)cc2)n1)C1CCCC1 | 8 | 4 | 10% | 1% | 8% | / | i | -2% | -3%
CCc1c(C)c(C#N)c2nc3ccccc3n2c1Nc1c(C)n(C)n(-c2ccccc2)c1=O | 10 | 0 | -6% | 4% | 9% | 2% | + | -8% | -10%
Cc1c(Cl)ccc2c1NC(=O)[C@]21[C@@H]2C(=O)N(Cc3ccccc3)C(=O)[C@@H]2[C@@H]2CCCN21 | 15 | 15 | 4% | -8% | 18% | -1% | i | 7% | 26%
CCOC(=O)c1c(NCc2ccc3c(c2)OCO3)c2ccccc2[nH]c1=O | 0 | 12 | -22% | -8% | 21% | 11% | i | 2% | -1% | Spn PMK inh pilot replicates=4.5;MK inhibit pilot replicates=0.5;DPM-DC inhibit pilot screen %=1.0
Cc1cc(C)c(NC(=O)CN2C(=O)NC3(CCCCC3)C2=O)c(Cl)c1 | 5 | 18 | 4% | -1% | -2% | -1% | i | 0% | -8%
O=C(CNS(=O)(=O)c1ccc(Br)s1)N1CCN(c2ncccn2)CC1 | 6 | 10 | -34% | -6% | 5% | -12% | i | 4% | 5% | Spn PMK inh pilot replicates=2.5;MK inhibit pilot replicates=0.0;DPM-DC inhibit pilot screen %=1.0
CSc1nnc(-c2ccccc2)c(=O)[nH]1 | 7 | 3 | 1% | -11% | 10% | -6% | i | -9% | -5%
C=CCn1c(SCC(=O)NCc2ccc3c(c2)OCO3)nnc1C1CCCCC1 | 3 | 14 | -8% | -1% | 10% | 12% | i | -2% | -20%
Cc1oc(-c2ccccc2F)nc1CS(=O)(=O)CC(=O)N1CCCCCC1 | 12 | 0 | 6% | -1% | 17% | 1% | i | -2% | 5% | Spn PMK inh pilot replicates=1.5;MK inhibit pilot replicates=4.0;DPM-DC inhibit pilot screen %=1.5
c1cnc(N2CCN(c3nc4ccccc4n4cnnc34)CC2)nc1 | 5 | 6 | -13% | -2% | 5% | 9% | i | 9% | 0%
COc1cccc(NC(=O)N(Cc2ccco2)C(C)c2cccs2)c1 (configuration not stated) | 0 | 14 | -2% | 2% | 12% | 4% | i | -2% | 4% | Spn PMK inh pilot replicates=4.5;MK inhibit pilot replicates=0.5;DPM-DC inhibit pilot screen %=0.0
CS(=O)(=O)N(CC(=O)NCc1ccco1)Cc1ccc(Cl)cc1 | 11 | 8 | -9% | -2% | 6% | 11% | i | 0% | -6%
CCNc1nc(N)nc(Oc2ccc(C(=O)OC)cc2)n1 | 4 | 9 | / | -2% | 13% | 5% | i | / | /

Arranged by count of non-hydrogen atoms (lowest first): some entries from above.
SMILES | MK inhibit | Spn PMK inh | HPDE-C7 cytotoxicity | Bfl-1 inhibitors | TNAP inhibition | LYP phosphatase | DPM-DC inhibit | HT1080 viability | HPDE-C7K KRASV12 | others
O=C(Oc1ccc(-c2ccccc2)cc1)N1CCCCC1 | 5 | 2 | -4% | 1% | 4% | 14% | i | 3% | -10%
Cc1cc(C)c(NC(=O)CN2C(=O)NC3(CCCCC3)C2=O)c(Cl)c1 | 5 | 18 | 4% | -1% | -2% | -1% | i | 0% | -8%
O=C(CSc1n[nH]c(-c2ccco2)n1)N1c2ccccc2Sc2ccccc21 | 9 | 9 | -14% | -5% | 15% | 13% | i | 0% | -17%
C=CCn1c(SCC(=O)NCc2ccc3c(c2)OCO3)nnc1C1CCCCC1 | 3 | 14 | -8% | -1% | 10% | 12% | i | -2% | -20%
